Bioassay records: PubChem BioAssay, National Center for Advancing Translational Sciences (NCATS)
Pf Dd2 inh = Plasmodium falciparum Dd2 growth inhibition; Potency, µM (titrated, usually from 28.9 µM), for the others: at the top dose activity, negative = inhibition, hits mostly inhibitors; 120,000 compounds, 4.3% hits; P. falciparum Dd2 growth, SYBR Green, 72 h; active = well fitted inhibition curve with a large enough effect; inconclusive = small, poorly fitted or top-dose-only effect; inactive = no such curve, though single readings can be large or run the other way;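 note: plate controls were DMSO vehicle for no effect and reference drug for full effect; nearly all actives have a fitted effect of over 65% in size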
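Infected erythrocytes (Dd2, 0.3% parasitemia, 2.5% hematocrit final) are added to compound in RPMI-1640/Albumax II medium, grown 72 h at 37C in low oxygen, then lysed with saponin/Triton-X containing SYBR Green and read by fluorescence.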
An asterisk follows results filed as active; i = inactive; ? = inconclusive; [ ] = remark or other dose. Potency is the fitted concentration of half-maximal effect. Only part of the results is shown (hit frequency here may not be typical).

SMILES	Pf Dd2 inh
COc1ccc(NC(=O)CCc2c(C)nc3c(-c4ccc(F)cc4)c(C)nn3c2C)c(OC)c1	16%
Cc1ccc(CNC(=O)CCCCCn2c(=O)c3sccc3n(CC(=O)Nc3c(C)cc(C)cc3C)c2=O)cc1	53%[activator]
COc1ccccc1NC(=O)Cn1c(=O)n(-c2cccc(Cl)c2)c(=O)c2sc3ccccc3c21	i
O=C(COc1ccccc1Cl)Nc1ccc(Cl)c(-c2nc3ccccc3o2)c1	45%[activator]
O=C1NC2(CCN(Cc3ccccc3C(F)(F)F)C2)OCc2ccccc21 (stereo unspecified)	i
COC[C@@H]1CN(C(=O)c2cccc(C#N)c2)C[C@H]1c1ccccn1	2%
COc1ccccc1CNC(=O)CCC1N=C2c3ccccc3N=C(SCC(=O)NCCc3ccccc3)N2C1=O (stereo unspecified)	?
CCN(CC)Cc1cnc2c(C(=O)Nc3cccc(OC)c3)cnn2c1	?
Cc1nc2cc(-c3cccc(F)c3)nn2c(C)c1CCC(=O)NCCc1ccccc1	i
COC(=O)c1ccc([C@H]2Nc3ccc(S(=O)(=O)Nc4ccc(F)cc4)cc3[C@H]3C=CC[C@H]32)cc1	?
O=C(C1CC1)N1CCCN(CCc2ccccc2)c2ccccc21	?
Cc1noc(-c2cn(C3CCCN(C(=O)c4ccccc4)C3)nn2)n1 (stereo unspecified)	14%
CCOc1ccc(N2CC(c3nc4ccccc4n3CCCOc3ccccc3)CC2=O)cc1 (stereo unspecified)	13µM*
Cc1noc(C)c1-c1cnc(Nc2ccccc2)c2c1CCO2	i
COc1cc(Cl)ccc1C(=O)NC1CCN(c2cc(C(F)(F)F)nc(C)n2)CC1	5µM*
CN1C(=O)[C@@H]2C[C@@H](O)CN2C2(CN(C3CCC(F)(F)CC3)C2)C1=O	8%[44.1 µM]
COCCN1CC(CO)C2(CCN(C(=O)c3ccc(C(C)C)cc3)CC2)C1 (stereo unspecified)	?
Cn1nnnc1C1CCCN(C(=O)c2cccc3[nH]ccc23)C1 (stereo unspecified)	-6%
COCCn1ncc(N2CCC(NC(=O)c3cc(C)ccc3C)CC2)cc1=O	-2%
O=C(Cc1cccc(Cl)c1)N1CCc2nc(-c3ccc(Cl)cc3)nc(-c3ccccc3)c2C1	i
CC(=O)NC1CCN(C(=O)c2coc(COc3cccc(C(F)(F)F)c3)n2)C1 (stereo unspecified)	-19%
O=C1NC(=NC2CCCCC2)C2(CCCN(Cc3ccsc3)C2)N1c1cc(F)cc(F)c1 (stereo unspecified)	7.9µM*
COc1ccc(NC(=O)C2CCCN(S(=O)(=O)c3cn(C)cn3)C2)cc1Cl (stereo unspecified)	i
Cn1cccc1CN1CCCC(COc2ccccc2C(=O)N2CCCCC2)C1 (stereo unspecified)	i
COc1cc2c(cc1Oc1ccccc1)NC(=O)C21CCN(Cc2ccccn2)CC1	-12%[44.1 µM]
CCc1ccccc1NC(=O)N1CCN(C(=O)c2nsc3ccccc23)CC1	i
COc1ccc(CCC(=O)N2CCC[C@H]2c2nc(-c3ccccc3Cl)no2)cc1	17%
Cc1oc(-c2cccc(Cl)c2)nc1CN1CCC(C(=O)NCc2ccc(F)cc2)CC1	i
COc1cc(NC(=O)Cn2c(Nc3cc(C)cc(C)c3)nc(C)cc2=O)cc(OC)c1OC	-17%
CSC1=NC2(CCN(C(=O)NC3CCCCC3)CC2)N=C1c1ccc(C(C)(C)C)cc1	i
COc1cccc(-c2cc3c(=O)n(CCNC(=O)C4CCCCC4)ccn3n2)c1	?
CCN1c2cc(C(=O)NCc3ccc(F)c(Cl)c3)ccc2C(=O)N2CCCCCC21 (stereo unspecified)	?
COc1ccc(OC)c(NC(=O)c2cc3c(=O)oc4ccccc4c3s2)c1	21%
COc1ccc(-c2ccc3ncc(Nc4ccc(CN5CCN(C)CC5)cc4)n3n2)cn1	?
CCCCN(C)C(=O)C1CCC(CNS(=O)(=O)c2ccc(Cl)cc2)CC1 (stereo unspecified)	19%
COc1ccc(-n2c(C)nc3cc(C(=O)NC4CCCCCC4)ccc32)cc1	-8%

Part of the list above, with each value named:
Cc1oc(-c2cccc(Cl)c2)nc1CN1CCC(C(=O)NCc2ccc(F)cc2)CC1
  Pf Dd2 inh = i
COc1cc(NC(=O)Cn2c(Nc3cc(C)cc(C)c3)nc(C)cc2=O)cc(OC)c1OC
  Pf Dd2 inh = -17%
CSC1=NC2(CCN(C(=O)NC3CCCCC3)CC2)N=C1c1ccc(C(C)(C)C)cc1
  Pf Dd2 inh = i
COc1cccc(-c2cc3c(=O)n(CCNC(=O)C4CCCCC4)ccn3n2)c1
  Pf Dd2 inh = ?

Remaining list, next part
SMILES	Pf Dd2 inh
C[C@@H](NC(=O)c1cccnc1)c1onc(-c2ccc(Cl)cc2)c1C(=O)O	16%[44.1 µM]
COc1ccc(-c2nc3c(C#N)c[nH]n3c2NC2CCCC2)cc1	-18%
COCC1CN(C(C)=O)CC12CCN(S(=O)(=O)c1ccc(OC)cc1)CC2 (stereo unspecified)	-11%
CN1[C@@H](CCC(=O)N2CCCC2)CNC(=O)[C@@H]2[C@H]1CCN2Cc1ccccc1	-14%[44.1 µM]
O=C(CCC1CCN(S(=O)(=O)c2ccccc2)CC1)NCCc1ccccc1	?
c1ccc2c(CC3CN4CCCC4CN3)c[nH]c2c1 (stereo unspecified)	?
c1ccc(N2CC3(CN(CC4CC4)CC3CNc3cccnc3)C2)cc1 (stereo unspecified)	i
Nc1nc2nc(-c3ccccc3)cc(=O)n2[nH]1	120%[activator]
O=C(NCCc1ccccc1)c1cnn(-c2ccc(F)cc2)c1-n1cccc1	4%
O=C(NCc1ccc(F)cc1)C1CCN(c2cc(C(F)(F)F)ncn2)CC1	i
CC(=O)Nc1ccc(CN2CCn3c(nn(-c4ccc(Cl)cc4)c3=O)C2)cc1	?
CNC(=O)Cn1nc(-c2ccc(Cl)cc2)c2ccccc2c1=O	i
Cc1nnc2n1CCC(N(C)C(=O)NC1CCCCC1)CC2 (stereo unspecified)	15%
Cc1ccc2nc(SCC(=O)Nc3ccc(C#N)cc3)[nH]c2c1	-9%
CC(=O)c1ccc(NC(=O)NC[C@H]2C[C@@H]3CCN2C[C@@H]3CN2CCN(c3ncccn3)CC2)cc1	i
CCC1=C(C(=O)OC)C(c2cccc(F)c2)N2C(CC(=O)NCc3ccco3)=CSC2=N1 (stereo unspecified)	?
Cc1ccc(NC(=O)C2(C)CCCCC(=O)N2)cc1 (stereo unspecified)	-15%
CCc1nn(-c2ccccc2)c(Oc2ccc(C)cc2)c1CCC(=O)N1CCSCC1	?
Cc1ccc(Nc2c(-c3c[nH]c4ccccc34)nc3cc(C)ccn23)cc1	?
CC1(C(=O)NCCc2ccccn2)CCc2cnc(NCc3ccccc3)nc21 (stereo unspecified)	-21%[44.1 µM]
CCN(CC)C(=O)c1sc2c(c1C)c(=O)n(-c1ccc(C)c(C)c1)c(=O)n2Cc1cccc(Cl)c1	-6%
CCOc1ccc(C(=O)Nc2ccc3nc(SCC(=O)N4CCc5ccccc54)sc3c2)cc1	i
CS(=O)(=O)N(Cc1cccnc1)C1CN(C(=O)NCc2ccccc2)C1	-4%
CC(C)NC(=O)N(C1CCOCC1)C1CNC1	-1%
CCc1cccc(C)c1NC(=O)Cn1c(=O)cc(C)c2c(C)nn(-c3cccc(F)c3)c21	i
COCC(=O)N1CC(C(=O)NCCc2ccc(OC)cc2)CC(c2ccc(F)c(C)c2)C1 (stereo unspecified)	i
O=C1CO[C@H]2CN(Cc3ccco3)C[C@H]2N1Cc1ccccn1	10%[44.1 µM]
CS(=O)(=O)N1C[C@H]2CCN(Cc3cc(Cl)ccc3F)C[C@H]21	-1%
OC1(CN2CCN(c3ccc(F)c(Cl)c3)CC2)CCCNC1 (stereo unspecified)	7.9µM*
Cc1nc(CCC(=O)N2CCC(Cc3ccc(C(=O)O)cc3)C2)n[nH]1 (stereo unspecified)	-1%
Cc1cccc(NC(=O)/C(C#N)=C/c2ccco2)c1	?
Cc1cnc(CC2CCN(C(=O)C3CC3)C2)n1CC1CC1 (stereo unspecified)	-14%
COc1cc(NC(=O)c2ccc(N3CC4CC(C3)[C@H]3CCCC(=O)N3C4)nc2)cc(OC)c1 (stereo partly specified)	?
Cc1nc(-c2c3n(c(=O)n(CC(=O)Nc4cccc(F)c4)c2=O)CCCCC3)no1	8%
COCc1noc([C@@H]2CN(Cc3ccc(F)c(OC)c3)C[C@H]2C(N)=O)n1	-1%
Cc1ccc(N2CCN(S(=O)(=O)c3nnc(NC(=O)c4ccccc4)s3)CC2)cc1	3%

Ordered by molecular weight (largest number first): some entries from above
SMILES	Pf Dd2 inh
COc1cc(NC(=O)c2ccc(N3CC4CC(C3)[C@H]3CCCC(=O)N3C4)nc2)cc(OC)c1 (stereo partly specified)	?
COCC(=O)N1CC(C(=O)NCCc2ccc(OC)cc2)CC(c2ccc(F)c(C)c2)C1 (stereo unspecified)	i
CCc1cccc(C)c1NC(=O)Cn1c(=O)cc(C)c2c(C)nn(-c3cccc(F)c3)c21	i
Cc1nc(-c2c3n(c(=O)n(CC(=O)Nc4cccc(F)c4)c2=O)CCCCC3)no1	8%
O=C1CO[C@H]2CN(Cc3ccco3)C[C@H]2N1Cc1ccccn1	10%[44.1 µM]
Cc1cccc(NC(=O)/C(C#N)=C/c2ccco2)c1	?

Later entries
SMILES	Pf Dd2 inh
Cn1cc(-c2cnc3[nH]cc(CC(=O)NCc4cccc(F)c4)c3c2)cn1	?
Oc1c(C(c2ccccc2F)N2CCOCC2)sc2nc(-c3ccco3)nn12 (stereo unspecified)	18%
CCCCN1C(=O)[C@@H]2C[C@@H](O)CN2C2(CN(Cc3cnc[nH]3)C2)C1=O	5%[44.1 µM]
Cc1nn(-c2ccccc2)c(Oc2ccccc2F)c1CCC(=O)NC1CC1	i
COc1cc(C2CC(=O)c3c([nH]c(C(=O)OC4CCCCC4)c3C)C2)cc(OC)c1OC (stereo unspecified)	?
Fc1ccc(CSc2nc(NCc3ccccc3)c3ccccc3n2)cc1	?
CCn1c(C)cc(C)c(C(=O)NCC2CCOc3ccccc3C2)c1=O (stereo unspecified)	-3%
CCc1ccc(NC(=O)C(=O)NCC(c2cccnc2)N2CCc3ccccc3C2)cc1 (stereo unspecified)	?
NCc1cn[nH]c1-c1ccccc1	7%
CNC(=O)CCn1ncc2cc(OC3CCc4cccc(-c5ccc(F)cc5)c43)ccc21 (stereo unspecified)	14µM*
COc1ccccc1NC(=O)CN1C(=O)CC(c2ccc(C)c(C)c2)=Nc2ccccc21	?
Cc1ccc(NC(=O)CN(C)S(=O)(=O)c2ccc3[nH]c4c(c3c2)CCCC4)c(Cl)c1	10%
COCCNC(=O)C1COC2(CCN(C(=O)c3ccc(F)cc3)CC2)N1C(=O)c1cccc(OC)c1 (stereo unspecified)	-1%
COc1ccccc1N1CCN(C(=O)c2nc(SC)ncc2Cl)CC1	i
O=C(C1CCCC1)N1CCCC(n2cc(-c3nc(-c4ccccc4)no3)nn2)C1 (stereo unspecified)	-93%
c1ccc(-c2ccc3ncc(Nc4cccnc4)n3n2)cc1	1.6µM*
Cc1cc(C(=O)N2CCC(n3c(C)cnc3C3CCC3)CC2)nn1C	3%
COCCOc1cc(-c2noc([C@@H]3CCCN3Cc3ccc(C(=O)O)cc3)n2)ccn1	i
O=C(NCc1nnc2c(-c3nc(C4CC4)no3)cccn12)c1ccc2ccccc2n1	i
CCOc1ccc(S(=O)(=O)NCC(c2cccs2)S(=O)(=O)c2ccc(C)cc2)cc1 (stereo unspecified)	i
CC(=O)c1ccc(NC(=O)c2cc(C)nn2-c2ccccc2)cc1	i
CC(C)c1noc(-c2cn(C3CCCN(C(=O)c4ccc(Cl)cc4)C3)nn2)n1 (stereo unspecified)	?
COc1cccc2c1OCCCN(c1cc(C3CC(O)C3)nc(N)n1)C2 (stereo unspecified)	?
O=C(Nc1cccc(F)c1)C1CCN(c2nc3ccccc3nc2C(F)(F)F)CC1	i
Cc1ccc(C)c(NC(=O)Cn2c(=O)ccc3cc(S(=O)(=O)N4CCCC4)ccc32)c1	i
CCC(=O)N1CCC2(CC1)NCCc1c2[nH]c2ccc(OC)cc12	-13%
CC(=O)Nc1ccc(CN2CCC3(C2)NC(=O)c2ccccc2CO3)cc1 (stereo unspecified)	-24%
COc1cccc(CSc2nc3n(n2)C(CC(C)C)C(C(=O)Nc2ccccc2C)=C(C)N3)c1 (stereo unspecified)	13%
Cc1cc(C)cc(NC(=O)C2(c3cccs3)CCOCC2)c1	0%
CCC(C)(C)NC(=O)C1CCN(S(=O)(=O)c2c(C)noc2/C=C/c2ccc(C)cc2)CC1	?
COc1ccccc1CNC[C@H]1O[C@H](Cc2cc(-c3ccccc3)on2)CC[C@@H]1O	?
C=CCn1c(CN2CCC3(CC(=O)NC3=O)C2)nc2ccccc21 (stereo unspecified)	-8%
CCOc1ccc(CCNC(=O)CCCn2c(=O)c3cccn3c3cccnc32)cc1OCC	-3%
O=C(Cn1ccn2nc(-c3ccccc3)c(CO)c2c1=O)Nc1cccc(Cl)c1	-9%
Cc1nc2cccnc2n1CC1CCCN(S(=O)(=O)c2cc(F)cc(F)c2)C1 (stereo unspecified)	?
CCn1c(C2CCCNC2)nn(CCn2cnc3c2c(=O)n(C)c(=O)n3C)c1=O (stereo unspecified)	13%
O=C1CC(c2ccccc2)N(C(=O)CNC(=O)C2CCC2)CCCCCN1 (stereo unspecified)	13%
CCn1nccc1C(=O)N1CCCCCNC(=O)[C@@H]2CCC[C@@H]21	2%
